TNAP act hiacc: activators of human TNAP at high phosphate acceptor concentration | purified TNAP, CDP-star luminescence, 1 M DEA, 30 min; stronger effect = higher value; 0 = EDTA background, 1 = DMSO-only activity | P05186 | AID 1136 | 200,000 tested, under 10 active | activation factor at 20 µM;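 active = activation factor at least 2 at 20 µM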
Target sequence (P05186 whole entry, looked up): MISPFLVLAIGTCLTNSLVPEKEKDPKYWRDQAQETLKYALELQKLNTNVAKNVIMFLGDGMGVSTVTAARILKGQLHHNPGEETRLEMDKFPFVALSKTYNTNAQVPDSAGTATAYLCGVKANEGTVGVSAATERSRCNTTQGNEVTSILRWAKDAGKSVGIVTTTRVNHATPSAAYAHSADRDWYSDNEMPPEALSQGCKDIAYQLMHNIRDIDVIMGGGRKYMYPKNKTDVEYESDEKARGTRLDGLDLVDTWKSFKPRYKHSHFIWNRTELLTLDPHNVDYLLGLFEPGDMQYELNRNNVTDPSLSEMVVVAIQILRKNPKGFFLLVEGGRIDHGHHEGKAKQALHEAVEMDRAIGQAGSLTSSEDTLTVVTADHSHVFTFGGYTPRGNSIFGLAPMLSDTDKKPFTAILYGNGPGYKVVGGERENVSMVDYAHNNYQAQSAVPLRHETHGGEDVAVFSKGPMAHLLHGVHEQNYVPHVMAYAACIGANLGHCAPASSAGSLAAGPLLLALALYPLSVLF
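system = human TNAP | amount = enzyme diluted 1/800 final | reagent = 100 µM CDP-star substrate | signal = luminescent substrate turnover signal | dosing = one dose, 20 µM | benchmarks = EDTA negative control, DMSO positive control | measure = activation factor | timing = 30 min reaction, room temperature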
Lmaj promast: reduces viability of Leishmania major promastigotes; resazurin fluorescence viability; inhibition, % at 10 µM; 9% of 200,000 active; AID 1063; in the data active = inhibition above about 50%;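 note: promastigotes grown with compound for 44 hours at 28 °C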
PMI act: activators of human phosphomannose isomerase; P34949; activation factor at 20 µM; purified human PMI, coupled resazurin fluorescence, 20 min; stronger effect = higher value; 1 = vehicle control, 0 substrate-free wells; 0.005% of 190,000 active;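 active = activation factor of 2 or more at 20 µM, relative to plate controls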
bIAP inh: intestinal alkaline phosphatase (bovine) inhibition. 190,000 tested, under 10 active. inhibition, % at 20 µM. purified bovine IAP, CDP-star luminescence, 30 min. AID 1019;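 active = over 50% inhibition of intestinal alkaline phosphatase at 20 µM in the single-dose screen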
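System: Purified bovine intestinal alkaline phosphatase (IAP) enzyme | Input: IAP diluted 1/65,000,000 in the well | Also added: CDP-star chemiluminescent phosphatase substrate, 30 µM final | Dosing: 20 µM single dose | Times: Enzyme reaction for 30 min at room temperature | Detection: Luminescence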
Diaphorase inh: diaphorase inhibition or chemical oxidation counter-screen; diaphorase resazurin-to-resorufin fluorescence, NADH, 16 min; bacterial (C. kluyveri) enzyme, not human; inhibition, % at 20 µM; 0.69% of 190,000 active;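 active = primary screen inhibition at 20 µM above a set limit, cut at about 50% in these data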;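 note: plate controls were DMSO with full reaction for no effect and wells lacking NADH for full effect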
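Test system: bacterial diaphorase enzyme (C. kluyveri); Quantity: 0.14 U/mL diaphorase, enzyme working solution; Times: reaction incubation of 16 min at room temperature; Measured by: fluorescence of resorufin formed from resazurin, Ex 544/Em 590 nm; Benchmarks: positive control minus NADH, DMSO neutral control.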
PMI act hi M6P: PMI (human) activation, high substrate. P34949. coupled PMI enzyme assay, resazurin fluorescence, 20 min; stronger effect = higher value; 1 = untreated enzyme, 0 = substrate-free blank. activation factor at 20 µM. 0.34% of 190,000 active;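 active = activation factor of 2 or more at 20 µM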
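Test system: human phosphomannose isomerase with PGI, G6PDH, diaphorase coupling enzymes; amount: 15 ng/mL PMI; incubation: enzyme reaction with compound 20 min at room temperature; technique: resorufin fluorescence (Ex 544/Em 590 nm) from resazurin via diaphorase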
bIAP activator: intestinal alkaline phosphatase (bovine) activation. purified bovine IAP, CDP-star luminescence, 30 min; stronger effect = higher value; fold of DMSO-control signal, blank-subtracted. activation factor at 20 µM. 0.17% of 200,000 active. AID 1016;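 active = activation factor of 2 or more at 20 µM, a signal rise over negative controls twice the positive control's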
Diaphorase act: counter-screen for diaphorase-based assays: diaphorase activators and chemical reducers | Diaphorase/resazurin coupled assay, resorufin fluorescence, 16 min; stronger effect = higher value; 1 = vehicle wells, 0 = NADH-free wells | activation factor at 20 µM | 0.005% of 190,000 active | AID 1229;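 active = diaphorase activity raised at least twofold by the compound at 20 µM; inactive = activation factor below 2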
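Material: Purified diaphorase enzyme from Clostridium kluyveri | Buffer or medium: 50 mM HEPES pH 7.4 with 4.542 mM MgCl2, 0.005% Tween 20 | Times: 16 min enzyme reaction, ambient temperature | Signal: Red resorufin fluorescence at 544/590 nm excitation/emission | Measure: Increased resorufin signal from activators or reducing compounds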
TNAP inh no acc: inhibitors of human TNAP without phosphate acceptor; 0.26% of 200,000 active; AID 1012; inhibition, % at 20 µM; purified TNAP, CDP-star luminescence, 30 min; P05186;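 active = tissue-nonspecific alkaline phosphatase inhibition above about 50% at 20 µM in the single-dose screen, limit read from the data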;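 note: 0% = DMSO negative control and 100% = EDTA positive control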
TNAP inh hiacc: blocks human TNAP under high phosphate acceptor concentration; P05186; purified TNAP, CDP-star luminescence, 1 M DEA; inhibition, % at 20 µM; 0.03% of 200,000 active;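 active = over 50% inhibition of tissue-nonspecific alkaline phosphatase at 20 µM in the single-dose screen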;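 note: plate controls were DMSO wells for no effect and EDTA-quenched wells as full inhibition for full effect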
The depositor's hits bear a star. Compounds as they come. About 10% of those tested had a hit in this group.

SMILES,TNAP act hiacc,Lmaj promast,PMI act,bIAP inh,Diaphorase inh,PMI act hi M6P,bIAP activator,Diaphorase act,TNAP inh no acc,TNAP inh hiacc
CCn1c(SCCC(C)C)nnc1-c1c[nH]c2ccccc12,1,35,1,35,14,0.9,0.6,0.9,-16,-4
CCCSc1nc(C)cc(C)c1C(N)=O,1,-3,1,-1,8,1.1,1,0.9,-8,1
CCCCOC(=O)Nc1ccccc1C(=O)N1CCCC1,1,-5,1.1,2,11,1.1,1,0.9,-6,-2
CC(C)C(=O)NC(=S)Nc1ccccc1C(=O)Nc1ccccc1,1.1,-2,1,-4,11,1.1,1,0.9,-202,-6
CCCCCCN1CC(C(=O)OCC)C(=O)C1=O (centres undefined),1,-3,1,-6,8,1.1,1.1,0.9,-13,2
O=C(c1cn(-c2ccccc2)nc1-c1cccc(Br)c1)N1CCOCC1,1.1,13,0.8,-5,29,0.9,1.1,0.7,-7,-11
CC(C)CC(=O)Nc1nnc(SCC(=O)NCc2ccc3c(c2)OCO3)s1,1,-11,1,-11,4,1.1,1.1,1,-11,-1
COc1ccc(-c2oc3ccccc3c(=O)c2OC(C)=O)cc1,0.9,37,1.1,9,1,1.1,0.9,1,-13,12
COc1ccc(C2(NC(C)=O)CCN(C(=O)c3ccco3)CC2)cc1,1,-6,0.9,-13,11,1,1.1,0.9,-10,-2
COc1ccccc1-n1nnnc1SCC(=O)NC1CCCC1,1,0,1,17,4,1,0.8,1,-9,-2
Nc1ccc(S(=O)(=O)Nc2ccccn2)cc1,1,-1,1.1,3,-8,1.2,1,1.1,-9,-2
C=CCc1cc2c(oc(=O)c3ccccc32)c(C)c1O,1,26,1,6,23,0.9,0.9,0.8,-8,1
COc1ccc(N(C(=O)Cn2cnc3ccccc32)C(C(=O)NC2CCCCC2)c2ccccc2)cc1 (centres undefined),1,39,0.9,-8,24,0.9,1.1,0.8,-7,-5
CCc1nc(C)c(-c2ccccc2)c(=O)[nH]1,1,-6,1,17,4,1,0.8,1,-2,2
COc1ccc(C)cc1S(=O)(=O)Nc1cc(Cl)ccc1Cl,1,3,1,-1,11,1,1,0.9,-7,0
Cc1ccc(S(=O)(=O)N(C)C)cc1NC(=O)CSc1nc2ccccc2[nH]1,1,8,0.8,7,21,1,0.9,0.8,-42,-2
Cc1ccc(-n2[nH]c(C)c(C=NC34CN5CN(CN(C5)C3)C4)c2=O)cc1C,1,-1,1,-7,-5,1,1.1,1,-8,-1
CCN(CC)CC(=O)Nc1nn(-c2ccccc2)nc1C(N)=O,1,-4,1,0,-6,1,1,1.1,-7,-5
O=C1C(Cl)=C(Nc2ccccc2O)C(=O)N1CCc1ccccc1,0.8,0,0.9,-10,22,0.9,1.1,0.8,8,23
Cc1ccc(-n2nnc(-c3ccnc4ccccc34)n2)cc1,1,-4,1.3,12,8,1.2,0.9,0.9,-11,-5
C[C@@H]1NC(=O)[C@H](CCC(N)=O)NC(=O)c2cc([N+](=O)[O-])cc(I)c2NCCC[C@@H](C(N)=O)NC1=O,1,-4,1,7,7,1,0.9,0.9,-7,0
C[N+]1(CCOS(=O)C23CC4CC(CC(C4)C2)C3)CCOCC1 (centres undefined),1,-4,1,0,7,0.9,1,0.9,-12,-4
Fc1ccccc1OCCCCn1cncn1,1.1,-4,1,7,9,1.1,0.9,0.9,-14,-7
Cc1ccc(S(=O)(=O)N(CC(=O)NCc2ccncc2)C2CCCCC2)cc1,1.1,2,1.2,-17,-7,1.1,1.2,1.1,-6,-12
O=C(COC(=O)C1(c2ccc(F)cc2)CCCC1)N1CCc2ccccc21,1,6,0.9,-4,14,0.9,1,0.9,-10,-4
COc1cccc(C(C)NC(=S)NCc2ccc(Cl)cc2)c1 (centres undefined),1.1,-6,0.9,23,5,1,0.8,0.9,-20,-5
CC(=O)NN1C(=O)/C(=C/c2ccc(Br)o2)SC1=S,0.9,9,0.9,17,18,1.1,0.8,0.8,-1,10
CC(=O)NC(=O)NC1CSCC1OC(C)=O (centres undefined),1.1,-3,1,-1,5,1,1,1,-14,-5
O=C(NCCC1=CCCCC1)C(=O)NCC(c1ccco1)N1CCN(c2ccc(F)cc2)CC1 (centres undefined),1,80*,0.9,-17,10,1,1.2,0.9,-18,-4
O=C(NC(=S)NNC(=O)c1ccc(Cl)cc1Cl)c1cccnc1,1.1,37,0.7,-3,31,1.1,1,0.7,-186,-6
CC(=O)c1ccc(Nc2cc(C)nc3c(C)cc(C)cc23)cc1,0.9,100*,1,-5,-11,1,1,1.1,0,9
COc1cc(C(=O)NCCC(=O)NCCN2CCCCCC2)cc(OC)c1OC,1,-4,1,-8,-15,1,1.1,1.1,-13,-3
CCSc1c(C(=O)NC)ccc2c1C(=O)c1ccccc1C2=O,1,1,0.9,11,12,0.7,0.9,0.9,-9,-2
CCCn1c(SCC(=O)N2CCc3ccccc32)nnc1-c1ccco1,1,3,1,-11,2,1,1.1,1,-6,-2
CSc1nnc(-c2cccc(NC(=S)NN)c2)o1,1,-2,1,-16,12,1,1.2,0.9,-13,-2
CCOCCCn1c(SCC(=O)NC(C)C)nc2ccccc2c1=O,1.1,-6,0.9,-6,23,0.9,1.1,0.8,-8,-6
COc1ccccc1NC(=O)CSc1nc(C)c2c(c1C#N)CCCC2,1.1,-2,1,4,-2,1,1,1,-5,-6
Cc1ccc(CSCCNC(=O)c2ccc(Cl)c(S(=O)(=O)N3CCOCC3)c2)cc1,1,4,1,2,12,1,1,0.9,-14,-3
Cc1ccc(-c2nnn(CC(=O)N(CC(=O)NC3CCCCC3)c3ccc(F)c(Cl)c3)n2)o1,1,0,1,40,-1,1,0.6,1,-4,-1
Cc1ccc(C)c(NC(=O)C(Sc2cccc[n+]2[O-])c2ccccc2)c1 (centres undefined),1,-3,1,-7,14,1,1.1,0.9,-8,-2
CCCN(Cc1ccc(N(C)C)cc1)CC1CC1,0.9,13,1.1,11,7,1.1,0.9,0.9,22,5
COC(=O)c1c[nH]n2c(=O)c(Cc3ccc(F)cc3Cl)c(C)nc12,1,28,1,2,8,1,1,0.9,-4,-2
Cc1ccc(-n2c(C)cc(/C=N/NC(=O)Cn3c4ccccc4c(=O)c4ccccc43)c2C)cc1,1,26,0.8,-9,23,0.7,1.1,0.8,-8,3
O=C(CSc1nnc(-c2ccco2)n1-c1ccccc1)N1CCOCC1,1.1,-10,1,-4,-1,1,1,1,-13,-7
Cc1cc(Cl)cc(Br)c1OCCCCn1cncn1,1,93*,1,1,6,1,1,0.9,-8,0
FC(F)Oc1ccc(-c2csc(Cc3nnc4n3CCCCC4)n2)cc1,1.1,18,0.6,2,24,1.5,1,0.8,-10,-7
C(=N\NC1=Nc2cccc3cccc1c23)/c1ccccc1,0.9,8,1,-1,9,0.7,1,0.9,-12,14
CCOC(=O)c1c(NC(NC(=O)C(C)C)C(Cl)(Cl)Cl)sc2c1CCC2 (centres undefined),1,86*,0.9,-33,22,0.9,1.3,0.8,2,-5
Cn1c(NC(=O)C2CCCC2)cc(=O)n(C)c1=O,1,-4,0.9,6,25,0.9,0.9,0.8,-10,-3
Cc1ccc(C)c(Cn2nnc3c(=O)[nH]c(C4CCCN(C(=O)C5CCC5)C4)nc32)c1 (centres undefined),1.1,13,0.9,0,32,0.9,1,0.7,-9,-7
Cc1ccc(Oc2ccc(S(=O)(=O)N3CCOCC3)cc2C(N)=O)c(-n2nc3ccccc3n2)c1,1,54*,1,-2,13,1,1,0.9,-5,1

Compound activity from PubChem.
